hK5 inh – kallikrein 5 (human) inhibition | recombinant hK5, fluorogenic AMC substrate cleavage | inhibition, % at 5 µM | actives 0.59% (n = 210,000) | AID 873;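 active means inhibition of 40% or more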;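 further: 0% = enzyme controls without compound and 100% = no-enzyme blanks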
eIF4E 4G PPI – eIF4E/eIF4G interaction inhibition in translation initiation; TR-FRET eIF4E-eIF4GI(517-606) binding, 2 h; inhibition, % at 21.7 µM; actives 0.37% (n = 220,000); AID 782;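 active means inhibition above about 30%, limit read from the data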;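 further: 0% = full FRET control wells and 100% = background wells lacking eIF4GI fragment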
Target sequence (P63073 whole entry, looked up, the tested form may be a part): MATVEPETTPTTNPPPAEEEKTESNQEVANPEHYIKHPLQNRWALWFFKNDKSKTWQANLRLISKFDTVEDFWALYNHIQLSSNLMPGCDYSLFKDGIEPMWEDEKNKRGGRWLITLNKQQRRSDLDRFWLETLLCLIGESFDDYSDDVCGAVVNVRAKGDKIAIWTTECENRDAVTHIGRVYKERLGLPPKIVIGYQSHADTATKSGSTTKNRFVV
Target sequence (Q04637 whole entry, looked up, the tested form may be a part): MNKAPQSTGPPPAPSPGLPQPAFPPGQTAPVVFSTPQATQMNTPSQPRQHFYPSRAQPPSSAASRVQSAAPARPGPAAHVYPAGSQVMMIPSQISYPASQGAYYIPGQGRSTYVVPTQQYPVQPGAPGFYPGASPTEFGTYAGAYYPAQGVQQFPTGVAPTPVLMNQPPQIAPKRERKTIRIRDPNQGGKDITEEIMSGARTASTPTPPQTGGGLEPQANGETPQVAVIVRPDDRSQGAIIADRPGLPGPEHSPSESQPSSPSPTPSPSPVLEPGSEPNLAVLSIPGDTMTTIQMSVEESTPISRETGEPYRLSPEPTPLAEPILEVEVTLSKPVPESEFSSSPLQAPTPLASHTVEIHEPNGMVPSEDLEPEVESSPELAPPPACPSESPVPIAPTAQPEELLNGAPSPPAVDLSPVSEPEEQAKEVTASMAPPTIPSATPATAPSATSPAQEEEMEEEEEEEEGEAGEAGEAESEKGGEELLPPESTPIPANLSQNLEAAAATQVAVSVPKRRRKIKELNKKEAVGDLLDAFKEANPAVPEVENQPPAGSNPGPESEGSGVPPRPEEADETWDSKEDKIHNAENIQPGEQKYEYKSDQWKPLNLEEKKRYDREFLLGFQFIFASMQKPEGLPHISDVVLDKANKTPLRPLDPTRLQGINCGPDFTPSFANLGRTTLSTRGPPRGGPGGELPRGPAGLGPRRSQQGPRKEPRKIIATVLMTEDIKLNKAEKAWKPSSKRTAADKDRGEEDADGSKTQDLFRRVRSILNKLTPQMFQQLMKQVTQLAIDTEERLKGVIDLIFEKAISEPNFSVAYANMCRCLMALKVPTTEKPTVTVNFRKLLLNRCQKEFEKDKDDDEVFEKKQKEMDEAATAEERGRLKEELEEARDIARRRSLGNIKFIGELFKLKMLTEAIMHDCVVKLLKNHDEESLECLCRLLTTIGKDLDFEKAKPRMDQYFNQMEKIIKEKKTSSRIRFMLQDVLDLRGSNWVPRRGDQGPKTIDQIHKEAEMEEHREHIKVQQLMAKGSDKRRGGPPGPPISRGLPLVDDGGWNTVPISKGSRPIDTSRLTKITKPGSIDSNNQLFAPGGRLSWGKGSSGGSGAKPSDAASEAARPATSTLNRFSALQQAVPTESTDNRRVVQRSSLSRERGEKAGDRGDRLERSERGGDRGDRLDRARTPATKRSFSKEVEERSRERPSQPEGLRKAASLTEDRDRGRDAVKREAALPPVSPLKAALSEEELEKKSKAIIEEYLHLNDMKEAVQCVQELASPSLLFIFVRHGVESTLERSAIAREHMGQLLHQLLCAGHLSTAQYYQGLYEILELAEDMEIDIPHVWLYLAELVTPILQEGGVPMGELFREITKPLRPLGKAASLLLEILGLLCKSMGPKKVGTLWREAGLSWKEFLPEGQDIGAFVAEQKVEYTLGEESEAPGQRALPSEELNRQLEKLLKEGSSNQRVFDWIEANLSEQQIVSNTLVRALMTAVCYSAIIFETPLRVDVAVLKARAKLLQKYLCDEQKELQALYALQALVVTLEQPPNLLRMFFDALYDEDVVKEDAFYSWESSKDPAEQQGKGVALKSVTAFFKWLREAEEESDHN
FXIa inh 1536 – inhibitors of human coagulation factor XIa. actives 0.14% (n = 220,000). inhibition, % at 5 µM. purified FXIa, Boc-Glu-Ala-Arg-AMC fluorogenic substrate;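 active means inhibition of at least 40%; inactive means inhibition below 40%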;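 further: fluorescence of freed AMC excited at 355 nm; 0% = enzyme without compound and 100% = no enzyme blank; many of its hits are not listed in these tables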
MDM2 E3 inh – blocks human Mdm2 ubiquitin ligase activity; cell-based MDM2 ubiquitination luciferase reporter, 2 h; 0 = plate control, 100 = twice control, blank-subtracted; signal enhancement, % at 5 µM; actives 0.11% (n = 210,000); AID 1230;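 active means signal enhancement of 30% or more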;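 further: luminescence tracks abundance of the self-degrading MDM2-luciferase fusion protein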
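Test system: mammalian cells stably expressing self-ubiquitinating, self-degrading MDM2 E3–luciferase fusion; Amount: 2000 cells in each well; Medium: DMEM; Schedule: 4 h settle plus 2 h compound, 37 °C; Technique: SteadyLite luciferase luminescence after 15 min room-temperature reagent incubation; Benchmarks: plate control and blank wells.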
Wee1 stabilizer – inhibitors of human Wee1 degradation | actives 1.2% (n = 220,000) | HeLa Luc-Wee1K328M stability, luciferase luminescence; 100% = proteasome inhibitor MG132 effect | reporter increase, % at 5 µM | P30291;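 active means activation above the mean of all tested compounds plus 3 SD, set per screening run, cut at about 8.8% in these data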;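 further: cells exposed to compound for 20 h before luminescence read; 0% = DMSO alone and 100% = MG132 at 30 µM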
FXIIa inh – factor XIIa (human) inhibition; P00748; purified FXIIa, Boc-QGR-AMC fluorogenic substrate, 2 h; inhibition, % at 5 µM; actives 0.3% (n = 220,000); AID 800; in the data active means inhibition above about 40%;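 further: 0% = enzyme with no compound and 100% = blank without enzyme; many of its hits are not listed in these tables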
p97 ATPase inh – blocks human p97 ATPase activity | P55072 | recombinant p97 ATPase, Kinase-Glo ATP luminescence, 3 h | inhibition, % at 8 µM | actives 0.42% (n = 220,000) | AID 1481; in the data active means inhibition above about 15%;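 further: 0% = DMSO vehicle and 100% = wells lacking enzyme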
14-3-3 Bad inh – disrupts binding of bovine 14-3-3 zeta to phospho-Bad peptide | actives 0.71% (n = 220,000) | P63103 | TR-FRET 14-3-3zeta/Dy647-pBad peptide displacement, 1 h | inhibition, % at 21.7 µM;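 active means inhibition above about 70%, limit read from the data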;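 further: 0% = full 14-3-3 plus peptide FRET controls and 100% = background without 14-3-3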
Rad51 HR inh – blocks human Rad51 in homologous recombination. Q06609. actives 0.085% (n = 200,000). AID 1385. inhibition, % at 10 µM. hRad51 DNA strand exchange, fluorescence dequenching;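 active means inhibition above 40% at the single screening dose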;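 further: 0% = DMSO control wells and 100% = blanks with heterologous ssDNA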
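Assay system: Human Rad51 nucleoprotein filaments preassembled on unlabelled ssDNA | Reagent: Donor/quencher-labelled 47-bp dsDNA substrate | Doses: One concentration, 10 µM final | Times: 37 °C 15-min filament assembly, 30-min compound preincubation, 15-min exchange | Technique: Fluorescein emission 520 nm, excitation 485 nm | Benchmarks: Plate control and blank wells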
* hit, by the source's call; x = not tested or not shown; [ ] = remark or other dose.

SMILES	hK5 inh	eIF4E 4G PPI	FXIa inh 1536	MDM2 E3 inh	Wee1 stabilizer	FXIIa inh	p97 ATPase inh	14-3-3 Bad inh	Rad51 HR inh
Cc1ncc(CSc2nnnn2-c2ccccc2)c(N)n1	6	-4	-14	-1	4	15	-9	7	8
COc1ccc(C(=O)N2CCC(O)(c3ccc(F)cc3)CC2)cc1OC	-8	0	2	-16	1	10	0	46	-6
O=C(O)/C=C/C(=O)NCCC(c1ccccc1)c1ccccc1	-4	3	1	-11	5	-1	7	-10	-19
COc1cc(-n2ccnc2SC)c(Cl)cc1Cl	-1	0[fluorescence artefact?]	12	-7	-1	23	-3	5[fluorescence artefact?]	0
Cc1cc(NCCCN2CCOCC2)n2nc(C)c(-c3ccccc3)c2n1	-27	2	6	-9	-1	10	-5	-7	-9
COC(=O)c1ccccc1NC(=O)NCC1CCCO1 (stereo not drawn)	4	-1	5	-19	1	-3	3	-10	2
CC(C)(C)OC(=O)N/N=C/c1ccc(N2CCOCC2)s1	-5	2	-3	-14	3	9	0	-1[fluorescence artefact?]	-2
O=C(c1ccccc1)N1CCCCC(S(=O)(=O)c2ccccc2)C1=O (stereo not drawn)	-8	-1	0	-4	-1	16	2	17	-2
C/C(=N\NC(=O)C1(C)CC1(Br)Br)c1ccc(NC(=O)C2CCC2)cc1 (stereo not drawn)	-3	3	0	-12	2	5	-1	-3	x
O=C(CCc1ccccc1)NCc1ccccc1	-4	4	-5	-30	-4	2	-2	4	17
O=C(NCc1ccccc1)N[C@@H](Cc1c[nH]c2ccccc12)C(=O)O	11	1	-6	-18	-1	2	-1	-15	-1
C/C(=N\NC(=O)c1nn(C)cc1Br)c1ccc(NC(=O)c2ccncc2)cc1	-20	3	6	-13	0	13	-5	-20	5
COc1ccccc1NC(=O)c1ccc(NC(=O)COC(=O)C2(C)CC2(Cl)Cl)cc1 (stereo not drawn)	-17	3	-2	-12	-2	3	-3	-2	3
O=C(/C=C/c1ccc2c(c1)OCO2)Nc1nc2ccccc2s1	-7	0	-1	-22	-1	-7	4	26	1
O=C1C2C3C=CC(C3)C2C(=O)N1c1ccc2c(c1)OCO2 (stereo not drawn)	0	-1	4	-7	0	11	-4	0	0
C[C@@H](C(=O)Nc1ccc2ccccc2c1)[C@H]1C[C@]1(C)[C@H](NS(=O)(=O)c1ccc(-c2ccccc2)cc1)c1ccccc1	-1	-2[fluorescence artefact?]	8	x	1	19	9	-8[fluorescence artefact?]	5
CCOCCn1c(CN(Cc2ccccc2)Cc2ccccc2)nc2c1c(=O)[nH]c(=O)n2C	-13	15	-4	-13	-1	8	0	1	-7
CCCCOc1nc(N2CCOCC2)nc(C)c1[N+](=O)[O-]	1	-5	3	-6	1	9	-2	-12	3
CCOc1ccc(C(=O)OCCN(C)C)cc1	1	x	1	-13	0	2	-1	x	x
Clc1ccc(OCc2cn3ccccc3n2)c2ncccc12	5	2	-1	6	9.9*	13	3	-24	7
Cc1nc2ccccc2n1CC(O)Cn1c(C(F)(F)F)nc2ccccc21 (stereo not drawn)	-8	1[fluorescence artefact?]	6	-12	0	14	-5	-10[fluorescence artefact?]	0
CCn1c(SCC(=O)Nc2cc(C(C)(C)C)nn2-c2ccccc2)nnc1-c1cccs1	-3	2	9	-3	-4	9	2	11	-4
C=CCSc1nnc(C)c(/C=C/Nc2ccc(Cl)cc2)n1	-23	-7	0	-3	-3	-8	4	-9	-37
O=C(CSc1nc2c(cnn2-c2ccc(F)cc2)c(=O)[nH]1)N1N=C(c2cccs2)CC1c1ccc(F)cc1 (stereo not drawn)	-4	3	9	x	-1	13	5	-9	-1
O=C(OCC(=O)N1CCOCC1)c1ccc(N2CCOCC2)c([N+](=O)[O-])c1	3	1	-1	5	5	11	2	-4	-25
CCCC(CCC(=O)Nc1ccc(C(=O)OC)cc1)C(=O)O (stereo not drawn)	-1	1[fluorescence artefact?]	-5	-1	3	-6	2	-1[fluorescence artefact?]	10
Cc1cccc(NC(=S)N(Cc2ccc(Br)cc2)Cc2ccc(C(=O)O)cc2)c1	0	3	3	0	0	15	6	-19	0
COc1ccc(C[C@H]2CN3C(=NC[C@H]3Cc3ccccc3)N2CCNC(=O)CCC2CCCCC2)cc1	-3	0	-2	x	0	5	-2	3	-2
O=C(NN=C1CCCCCC1)c1cn(-c2ccccc2)nc1-c1ccccc1	28	-2[fluorescence artefact?]	14	-93	1	16	-5	-1	x
CCNc1nc(NC(C)C)nc(Oc2ccc(/C=N/O)cc2)n1	-2	-4	3	-12	1	11	0	-9	5

Three compounds already listed, sorted by the number in hK5 inh, rising.
SMILES	hK5 inh	eIF4E 4G PPI	FXIa inh 1536	MDM2 E3 inh	Wee1 stabilizer	FXIIa inh	p97 ATPase inh	14-3-3 Bad inh	Rad51 HR inh
Cc1cc(NCCCN2CCOCC2)n2nc(C)c(-c3ccccc3)c2n1	-27	2	6	-9	-1	10	-5	-7	-9
COc1ccccc1NC(=O)c1ccc(NC(=O)COC(=O)C2(C)CC2(Cl)Cl)cc1 (stereo not drawn)	-17	3	-2	-12	-2	3	-3	-2	3
O=C1C2C3C=CC(C3)C2C(=O)N1c1ccc2c(c1)OCO2 (stereo not drawn)	0	-1	4	-7	0	11	-4	0	0

Grouped by structure, the compounds so far with a Cl atom.
SMILES	hK5 inh	eIF4E 4G PPI	FXIa inh 1536	MDM2 E3 inh	Wee1 stabilizer	FXIIa inh	p97 ATPase inh	14-3-3 Bad inh	Rad51 HR inh
COc1cc(-n2ccnc2SC)c(Cl)cc1Cl	-1	0[fluorescence artefact?]	12	-7	-1	23	-3	5[fluorescence artefact?]	0
COc1ccccc1NC(=O)c1ccc(NC(=O)COC(=O)C2(C)CC2(Cl)Cl)cc1 (stereo not drawn)	-17	3	-2	-12	-2	3	-3	-2	3
Clc1ccc(OCc2cn3ccccc3n2)c2ncccc12	5	2	-1	6	9.9*	13	3	-24	7
C=CCSc1nnc(C)c(/C=C/Nc2ccc(Cl)cc2)n1	-23	-7	0	-3	-3	-8	4	-9	-37

3 compounds from above, sorted by heavy-atom count, low to high.
SMILES	hK5 inh	eIF4E 4G PPI	FXIa inh 1536	MDM2 E3 inh	Wee1 stabilizer	FXIIa inh	p97 ATPase inh	14-3-3 Bad inh	Rad51 HR inh
CCCCOc1nc(N2CCOCC2)nc(C)c1[N+](=O)[O-]	1	-5	3	-6	1	9	-2	-12	3
Clc1ccc(OCc2cn3ccccc3n2)c2ncccc12	5	2	-1	6	9.9*	13	3	-24	7
O=C(NN=C1CCCCCC1)c1cn(-c2ccccc2)nc1-c1ccccc1	28	-2[fluorescence artefact?]	14	-93	1	16	-5	-1	x

Wee1 stabilizer: what is marked active above
SMILES	hK5 inh	eIF4E 4G PPI	FXIa inh 1536	MDM2 E3 inh	Wee1 stabilizer	FXIIa inh	p97 ATPase inh	14-3-3 Bad inh	Rad51 HR inh
Clc1ccc(OCc2cn3ccccc3n2)c2ncccc12	5	2	-1	6	9.9*	13	3	-24	7

Next section:
SMILES	hK5 inh	eIF4E 4G PPI	FXIa inh 1536	MDM2 E3 inh	Wee1 stabilizer	FXIIa inh	p97 ATPase inh	14-3-3 Bad inh	Rad51 HR inh
Cc1ccc(S(=O)(=O)NCCSC(C)(C)C)cc1	-12	6	4	-11	1	-2	2	-6	2
CCO/C=C/C(O)(CNC(=O)COc1ccccc1F)C(F)(F)F (stereo not drawn)	-10	1	-17	-15	-2	-5	-3	-1	-7
CCOc1ccccc1CNC(=O)C1CCN(c2nc3ccccc3o2)CC1	-5	3[fluorescence artefact?]	0	-4	4	15	-10	4[fluorescence artefact?]	x
CCOC(=O)CCNC(=O)N1CCCC(C(=O)c2cccc(Cl)c2)C1 (stereo not drawn)	x	-1	1	-12	-3	7	0	-17	23
Cc1ccc(N(C(=O)C(F)(F)F)C(C(=O)NC2CCCCC2)c2cccs2)cc1 (stereo not drawn)	-1	-2[fluorescence artefact?]	-7	-13	1	1	1	13[fluorescence artefact?]	5
O=C(c1n[nH]c(=O)c2ccccc12)N1CCN(c2ccccc2)CC1	-4	-1[fluorescence artefact?]	-1	-11	0	9	-6	0	-1
CC(C)n1cc(NC(=O)c2cc(-c3ccccc3)on2)cn1	-21	0[fluorescence artefact?]	-7	-3	5	8	-2	-9	-3
CCCCCN1CC(O)=C(c2ccccc2)C1=N	-8	-6[fluorescence artefact?]	-7	x	-1	2	-5	-6[fluorescence artefact?]	x
O=C(O)/C=C/C(=O)N1CCc2ccccc21	8	-3	0	-5	5	8	5	-7	5
O=C(c1ccc(SCc2cccc(Br)c2)c([N+](=O)[O-])c1)N1CCN(c2ccccn2)CC1	0	-4	3	-12	6	6	4	-3	-2
O=C(O)c1ccc(N/N=C/c2ccc(OC(=O)c3ccccc3Cl)cc2)cc1	-3	14	13	-50	-4	7	11	-3	7
O=C(CSCc1ccco1)c1cccs1	-10	3	7	-5	-1	15	3	0	1
COc1cccc(Nc2ncc(C(=O)O)c3ccccc23)c1	-8	-2	6	-6	-1	25	-2	-6	-7
CCOC(=O)C(Cc1ccccc1)NC(C)=O (stereo not drawn)	-3	-8	-4	-10	-1	4	-1	27	3
CN1CCN(CCCC(=O)c2ccc(F)cc2)CC1	-9	10	14	-28	-2	21	2	86*	-6
COC(=O)c1cc2ccsc2n1CC(=O)Nc1cc(Cl)ccc1OC	-19	-9	-10	-14	-1	-9	4	0[fluorescence artefact?]	-2
Clc1cccc(-c2nnc(-c3ccno3)o2)c1	0	-4	1	x	8	7	0	1	7
CCCCN(C)CCNC(=O)Cn1ncc2c(=O)oc3ccc(C)cc3c21	-14	1[fluorescence artefact?]	-2	-7	-2	5	-1	3[fluorescence artefact?]	6
O=C(Nc1cccc(F)c1)C1CC(=O)N(c2ccc(Br)cc2)C1 (stereo not drawn)	79*	8	15	-23	0	24	4	-3	-6
Cn1cc(CN2CCCC(C(=O)c3ccc(-c4ccccc4)cc3)C2)cn1 (stereo not drawn)	1	4	-4	-4	3	10	-3	2	1
CCC(=O)n1nc(-c2ccco2)nc1N	1	-5	-1	11	0	13	3	2[fluorescence artefact?]	12
O=C(CNC(=O)C1CCCCC1)OCC(=O)c1ccc(Cl)s1	-10	-5	-4	9	-1	0	3	-9	-12
O=C(CN1CCN(C2CCCCC2)CC1)Nc1ccc(Br)cc1	-6	-4	-4	-13	0	-1	4	4	3
Cc1ccccc1S(=O)(=O)c1c(C)cc(-c2ccccc2)[nH]c1=O	-29	-2	-2	-14	-2	13	0	-12	5
Cc1ccc(C(=O)CSc2nc(-c3ccccc3)cc(=O)[nH]2)cc1	4	-3	-1	25	0	8	0	-14	1
COC(=O)c1ccc(Sc2ccccc2NS(=O)(=O)c2ccc(C)cc2)nc1	-3	0	8	-13	-2	18	-9	-6	8
CCCCNC(=O)CNC(=O)c1cccs1	1	1	4	-11	0	10	0	5	-6
Cc1ccc(NC(=S)N(CCCN2CCOCC2)Cc2ccco2)cc1Cl	-14	-33[fluorescence artefact?]	-3	-13	-3	9	-9	3[fluorescence artefact?]	11
